Source: PubChem BioAssay (Dana-Farber Cancer Institute and Novartis Institutes for BioMedical Research (Cambridge, Mass))
UCHL1 block – inhibitors of human UCHL1 deubiquitinase; Ubiquitin carboxyl-terminal hydrolase isozyme L1 (Homo sapiens), P09936; purified UCHL1, Ub-rhodamine cleavage fluorescence; inhibition, % at 20 µM; 47,000 tested, 0.2% active; AID 1645859, 2021
USP7 block – inhibitors of human USP7 deubiquitinase; Ubiquitin carboxyl-terminal hydrolase 7 (Homo sapiens), Q93009; 47,000 tested, 0.3% active; inhibition, % at 20 µM; purified USP7, Ub-rhodamine cleavage fluorescence
USP10 block – inhibitors of human USP10 deubiquitinase | AID 1645856, 2021 | inhibition, % at 20 µM | purified USP10, Ub-rhodamine fluorescence, 60 min | 47,000 tested, 1.1% active | Ubiquitin carboxyl-terminal hydrolase 10 (Homo sapiens), Q14694
USP28 inh – inhibitors of human USP28 deubiquitinase; inhibition, % at 25 µM; 47,000 tested, 3% active; Ubiquitin carboxyl-terminal hydrolase 28 (Homo sapiens), Q96RU2; purified USP28, Ub-rhodamine cleavage fluorescence, 30 min
USP17 block – inhibitors of human USP17 deubiquitinase; Ubiquitin carboxyl-terminal hydrolase 17-like protein 5 (Homo sapiens), A8MUK1; purified USP17, Ub-rhodamine cleavage fluorescence, 3 h; inhibition, % at 50 µM; AID 1645855, 2021; 47,000 tested, 6.5% active
Target sequence (A8MUK1 whole entry, looked up): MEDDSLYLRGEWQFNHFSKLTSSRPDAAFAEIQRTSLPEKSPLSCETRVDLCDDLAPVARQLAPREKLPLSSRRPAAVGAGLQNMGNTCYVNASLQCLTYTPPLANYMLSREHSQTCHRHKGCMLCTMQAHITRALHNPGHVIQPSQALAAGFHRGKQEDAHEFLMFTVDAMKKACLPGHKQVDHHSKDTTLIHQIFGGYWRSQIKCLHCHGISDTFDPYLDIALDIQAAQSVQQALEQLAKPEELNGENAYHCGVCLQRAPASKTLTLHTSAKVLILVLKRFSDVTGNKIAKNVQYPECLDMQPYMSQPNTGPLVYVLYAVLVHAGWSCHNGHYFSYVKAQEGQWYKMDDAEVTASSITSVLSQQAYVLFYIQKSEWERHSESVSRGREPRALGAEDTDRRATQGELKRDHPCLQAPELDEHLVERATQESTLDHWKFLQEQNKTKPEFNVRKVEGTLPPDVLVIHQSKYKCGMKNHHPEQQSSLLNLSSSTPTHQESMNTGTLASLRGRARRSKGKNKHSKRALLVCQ
OTUD3 inh – inhibitors of human OTUD3 deubiquitinase. OTU domain-containing protein 3 (Homo sapiens), Q5T2D3. purified OTUD3, Ub-rhodamine fluorescence, 2 h. inhibition, % at 25 µM. 47,000 tested, 0.7% active. AID 1645858, 2021
Target sequence (Q5T2D3 whole entry, looked up, the tested form may be a part): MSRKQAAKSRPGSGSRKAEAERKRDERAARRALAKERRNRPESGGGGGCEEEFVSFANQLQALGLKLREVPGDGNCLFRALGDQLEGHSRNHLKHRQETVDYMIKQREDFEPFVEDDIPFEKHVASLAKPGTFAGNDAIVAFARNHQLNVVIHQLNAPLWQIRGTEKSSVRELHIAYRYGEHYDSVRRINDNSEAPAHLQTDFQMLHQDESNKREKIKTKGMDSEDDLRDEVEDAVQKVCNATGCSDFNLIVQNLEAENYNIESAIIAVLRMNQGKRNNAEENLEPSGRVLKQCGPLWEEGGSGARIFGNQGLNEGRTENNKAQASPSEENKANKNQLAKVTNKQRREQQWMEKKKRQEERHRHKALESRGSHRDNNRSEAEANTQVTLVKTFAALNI
USP30 block – inhibitors of human USP30 deubiquitinase. AID 1645860, 2021. purified USP30, Ub-rhodamine cleavage fluorescence. Ubiquitin carboxyl-terminal hydrolase 30 (Homo sapiens), Q70CQ3. 47,000 tested, 5.3% active. inhibition, % at 25 µM
USP8 inh – inhibitors of human USP8 deubiquitinase. 47,000 tested, 4.2% active. purified USP8, Ub-rhodamine cleavage fluorescence, 30 min. inhibition, % at 20 µM
* hit, by the source's call; i = inactive; x = no result given. Cut-off read from the data, not from the text of the source: active = inhibition above about 30%; inactive = the rest.

Structure,USP7 block,USP8 inh,USP28 inh,USP17 block,OTUD3 inh,USP30 block,USP10 block,UCHL1 block
COC(=O)c1ccc(C(=O)Nc2ccncc2NC(=O)c2ccc(C(=O)OC)cc2)cc1,5,3,x,21,-3,x,-2,1
CC(Oc1ccc(Cl)cc1)C(=O)Nc1ccc2c(c1)CCC2 (stereo unspecified),0,17,18,25,23,32*,9,7
Cc1ccccc1[C@H]1C[C@@H](O)[C@@H](O)[C@@H]1NCc1ccccc1,-9,-2,-9,-44,-1,-78,-2,1
Cc1ccc(CN2CCc3oc(C)c(C(=O)N4CCC(C(N)=O)CC4)c3C2)cc1,-15,-62,-31,-42,-30,-131,-6,-12
CCc1ccccc1NC(=O)Cn1c(C)nc2c(c1=O)CCN(Cc1ccccc1)C2,-7,52*,-16,19,-13,-54,-1,-6
CNC(=O)N1CCC2(CC1)Nc1cc(F)ccc1-n1cccc12,-2,-2,-6,-13,-6,-11,2,-2
Cc1cc2n(n1)CCCN2C(=O)CCC(=O)Nc1ccccc1C(=O)c1ccccc1,-10,-27,-1,x,-19,-35,0,-3
Cc1cc(C)n(CC(C)N2CCC(n3nccc3NC(=O)CCCc3ccccc3)CC2)n1 (stereo unspecified),-145,-217,-198,-154,-176,i,-3,-133
CNC(=O)c1nc(C(=O)N2CCN(c3ccc(F)cc3)CC2)cs1,0,-5,-1,-2,-4,12,0,-2
CN(CCO)c1ncnc2c1sc1nc(N3CCOCC3)c3c(c12)CCC3,1,4,3,5,13,28,0,4
COc1ccc(NC(=O)COC(=O)Cn2cnc3ccccc32)cc1OC,-3,-40,-10,-6,-7,-5,0,0
Cc1cc2ncn(CCC(=O)Nc3ccc4c(c3)OCCO4)c2cc1C,-22,-4,23,-12,-8,-29,0,-3
CC1CCCN(CCCN2C(=O)C3C(C(=O)Nc4ccc(Cl)cc4)C4C=CC3(O4)C2C(=O)NC2CCCCC2)C1 (stereo unspecified),-33,-178,-7,-26,-6,-26,-4,-2
Cc1nc(-c2noc3ccc(C(=O)Nc4cccnc4C)cc23)cs1,-1,-168,-25,-61,-26,-104,-10,0
O=C(CN1CCCCC1)Nc1nnc(C(F)(F)F)s1,11,3,x,10,3,x,5,6
CN(C)C(=O)N1CC2(CCN(S(=O)(=O)c3ccccc3)CC2)C2(CCNC2=O)C1 (stereo unspecified),3,-25,5,-7,2,-1,1,1
O=C(Nc1cccc2ccccc12)C1CCCN(S(=O)(=O)Cc2ccccc2)C1 (stereo unspecified),6,32*,7,73*,7,23,9,3
O=C(NCc1cccc(Cl)c1)c1noc2c1CCc1sccc1-2,8,26,15,21,12,24,6,3
O=C(N1CCC2(CC1)CC2)C1(c2ccccc2)CCOCC1,-4,0,4,3,8,14,-2,-1
c1ccc2sc(-c3csc(-c4ccc5c(c4)OCCO5)n3)nc2c1,8,-29,-6,23,-6,-2,8,0
Cc1ccc(NC(=O)N2CC(C(=O)NC3CCCC3)C3(CCOCC3)C2)cc1 (stereo unspecified),0,-4,-9,-2,1,-1,1,-2
Cn1c(=O)c(N2CCN(C(=O)c3ccccc3F)CC2)nc2ccccc21,-6,-6,0,-10,-7,3,0,0
CCc1[nH]ncc1C(=O)N1CC[C@@H](O)[C@@H]2[C@@H](C1)N(C)C[C@H]2c1ccccc1,0,-24,-8,-8,-3,1,0,-4
Cc1cccc(CNC(=O)Cn2cnc3c(c(C)c(C)n3-c3ccccc3)c2=O)c1,11,36*,1,4,9,9,18,6
Cc1c(F)cccc1NC(=O)c1cc2n(n1)CCCC2,-1,2,8,7,-3,-8,0,1
Cc1[nH]c2ccccc2c1C(=O)C(C)Oc1ccccc1C#N (stereo unspecified),-6,1,3,21,-8,-21,0,9
CC(C)C[C@H](NC(=O)N1CCn2c1nc1ccccc12)C(=O)NCCc1ccccc1,-27,-5,-12,-14,-10,-5,0,0
COc1cc(C2CN3C(=O)CN(CCN4CCOCC4)C(=O)[C@]3(C)c3[nH]c4ccccc4c32)ccc1OC(C)C (stereo partly specified),4,11,-2,x,1,3,-6,0
O=C(NCC1CCCO1)C1CCN(S(=O)(=O)c2cccc3cnccc23)CC1 (stereo unspecified),2,-42,-15,-19,-14,-72,-14,-5
COC(=O)c1ccc(CNC(=O)c2cccc(S(=O)(=O)N3c4ccccc4CC3C)c2)cc1 (stereo unspecified),7,-5,-145,-7,0,20,0,3
C\C=C(/C=C(C)/C=C/C=C/C=C(\C)C(=O)[C@@]12O[C@@H]1C(O)(CCO)NC2=O)C(=O)OC (stereo partly specified),-19,-101,-59,-59,-40,-127,-8,-19
O=C(CCc1nnc2n(Cc3ccc(Cl)cc3)c(=O)c3ccccc3n12)N1CCN(c2ccccc2)CC1,-4,-6,2,-5,-5,18,3,1
Cc1ccc(NC(=O)Cc2nnc3cc(-c4nc(C)no4)ccn23)cc1,39*,62*,42*,13,30*,69*,46*,6
Cc1cccc(-c2nc(C(N)=O)c3[nH]c(=O)n(-c4ccccc4)c3n2)c1,0,75*,-24,8,-23,-76,-3,-7
Cn1c2ccccc2c2ncn(CCCN3CCOCC3)c(=O)c21,4,9,11,15,12,8,0,5
O=C1CCN(c2nc(-c3ccccc3)nc3ccccc23)CC1,3,-20,-37,-24,-25,-97,-2,-1
COCCNC(=O)CSc1nnc(-c2c[nH]c3ccccc23)n1C1CC1,0,0,-5,0,-1,-2,0,0
Cc1sc2ncn(CC(=O)N3c4ccccc4CC3C)c(=O)c2c1C (stereo unspecified),-1,-10,-33,-7,-18,-140,-3,-2
O=C(N[C@@H]1C[C@H]2Oc3ccccc3N[C@H]2[C@@H]1O)c1cccc(F)c1,0,1,1,2,10,15,3,2
CC(C)NC(=O)N1CCN(C(=O)Cc2ccccc2)CC2(CC(=O)N(C)C2)C1 (stereo unspecified),-1,-23,-11,-7,-1,3,-1,-3

Single entries from the entries so far:
Value for `Cc1ccccc1[C@H]1C[C@@H](O)[C@@H](O)[C@@H]1NCc1ccccc1` in OTUD3 inh: -1
Value for `CCc1ccccc1NC(=O)Cn1c(C)nc2c(c1=O)CCN(Cc1ccccc1)C2` in USP17 block: 19

Reformatted with values under each structure: entries from further up.
The line under a structure holds: USP7 block | USP8 inh | USP28 inh | USP17 block | OTUD3 inh | USP30 block | USP10 block | UCHL1 block
Cc1nc(-c2noc3ccc(C(=O)Nc4cccnc4C)cc23)cs1
    -1 | -168 | -25 | -61 | -26 | -104 | -10 | 0
CN(CCO)c1ncnc2c1sc1nc(N3CCOCC3)c3c(c12)CCC3
    1 | 4 | 3 | 5 | 13 | 28 | 0 | 4

Further entries follow.
Structure,USP7 block,USP8 inh,USP28 inh,USP17 block,OTUD3 inh,USP30 block,USP10 block,UCHL1 block
COc1ccccc1OCCCCn1c(C2CC(=O)N(c3ccccc3F)C2)nc2ccccc21 (stereo unspecified),1,16,9,29,5,39*,7,5
Cc1cc(N(C)C)n2nc(-c3ccccc3)c(C)c2n1,-4,-21,-2,-35,-15,-2,-1,2
CCC(C(=O)Nc1cc(=O)[nH]c2nc(CCc3ccccc3)nn12)c1ccccc1 (stereo unspecified),5,-14,12,3,11,9,13,1
N#CC1(c2ccccc2Cl)C(=O)Nc2ccccc21 (stereo unspecified),-13,-166,-2,-40,-9,-11,1,2
COc1ccc([C@@H]2CN(Cc3cccnc3)C[C@H]2c2cc(=O)[nH]c(C)n2)cc1,-1,16,-14,-6,-2,-14,0,-3
COCC1CN(c2ccncn2)Cc2cn(CC3CCOCC3)nc21 (stereo unspecified),1,-69,-8,-18,-1,-2,3,-1
c1cncc(-c2nc(NCCCN3CCOCC3)c3c4c(sc3n2)CCC4)c1,-9,-14,-19,-21,-10,-25,-3,0
Cc1cc(C(=O)Nc2ccc(-n3nnc(C(=O)N4CCCC4)n3)cc2)c(C)o1,-1,-38,-2,0,-14,-30,-12,1
Cc1ccccc1NC(=O)CSC1=NC2(CCCCC2)Nc2ccccc21,2,37*,-1,22,-11,-33,3,0
O=S(=O)(c1ccc(Cl)cc1)N1CCN(Cc2nnnn2-c2ccc(F)cc2)CC1,0,-8,-1,-9,-5,0,-1,0
CC(C)n1ccc(-c2cc(C(=O)N3CCN(C)CC3)c3ccccn23)n1,-149,-298,-246,-161,-196,i,-6,-156
Cn1cc(CN2CC[C@H]3C[C@H](C(=O)Nc4cccnc4)O[C@@H]3C2)cn1,7,-27,10,x,11,37*,3,1
Cc1ccc(NC(=O)c2cc(C(F)(F)F)n(C)n2)c(Cl)c1,1,3,x,9,3,x,-1,1
CC(C)C(NS(=O)(=O)c1ccc2c(c1)OCCO2)C(=O)OCC(=O)Nc1ccccc1Cl (stereo unspecified),10,14,17,-2,3,13,4,6
CCn1cc(S(=O)(=O)N2CCCn3nc(-c4ccncc4)cc3C2)cn1,0,-38,-15,-16,-13,-19,-4,-2
Cn1cc(-c2cnc3n2CCC32CCN(C(=O)Nc3ccccc3)CC2)cn1,0,-145,-8,-33,-1,-6,-2,-4
CN1CCC2(Cc3ccccc3CN(C(=O)Cc3ccccc3)C2)C1 (stereo unspecified),-72,6,5,-1,6,5,0,1
O=C(CSc1nnc(NC(=O)C2CC2)s1)c1ccccc1,0,9,-2,0,-2,-11,8,-1
COCCn1cc(NC(=O)N2CCN(c3ccccc3F)CC2)c2ccccc21,-1,54*,11,13,4,0,-3,1
C[C@@H](C(=O)Nc1ccc(F)c(F)c1)n1c(=O)[nH]c2ccccc2c1=O,3,7,3,4,5,10,2,2
COCCCNC(=O)c1sc2nc(C)c(C(=O)Nc3ccc(C)cc3C)c(-c3sccc3C)c2c1N,-11,-279,-10,-59,-4,-26,-3,-2
CC(=O)Nc1ccc(C(=O)NC2CCN(c3cc(-c4ccc(F)cc4)[nH]n3)CC2)cc1,2,-10,-8,0,-7,2,5,3

Complete entries, quoted from the list.
Profile of CCn1cc(S(=O)(=O)N2CCCn3nc(-c4ccncc4)cc3C2)cn1 : USP7 block = 0; USP8 inh = -38; USP28 inh = -15; USP17 block = -16; OTUD3 inh = -13; USP30 block = -19; USP10 block = -4; UCHL1 block = -2
Profile of CN(C)C(=O)N1CC2(CCN(S(=O)(=O)c3ccccc3)CC2)C2(CCNC2=O)C1 (stereo unspecified) : USP7 block = 3; USP8 inh = -25; USP28 inh = 5; USP17 block = -7; OTUD3 inh = 2; USP30 block = -1; USP10 block = 1; UCHL1 block = 1

Structures listed so far that have two or more sulfur atoms (three):
Structure,USP7 block,USP8 inh,USP28 inh,USP17 block,OTUD3 inh,USP30 block,USP10 block,UCHL1 block
c1ccc2sc(-c3csc(-c4ccc5c(c4)OCCO5)n3)nc2c1,8,-29,-6,23,-6,-2,8,0
O=C(CSc1nnc(NC(=O)C2CC2)s1)c1ccccc1,0,9,-2,0,-2,-11,8,-1
COCCCNC(=O)c1sc2nc(C)c(C(=O)Nc3ccc(C)cc3C)c(-c3sccc3C)c2c1N,-11,-279,-10,-59,-4,-26,-3,-2
